HP1b chromo inh: blocks HP1-beta chromodomain binding to methylated histone tails. P83916. AlphaScreen HP1-beta / biotin-H3K9me3 peptide binding. Potency, µM (series often up to 114 µM), for inactives: at the highest dose activity change, negative = inhibition, most hits filed as inhibitors. 0.56% of 390,000 active. AID 540317; note: potency is the fitted concentration of half-maximal effect; nearly all actives have a fitted effect of over 70% in size; inactives centre near 23
Target sequence (P83916 whole entry, looked up): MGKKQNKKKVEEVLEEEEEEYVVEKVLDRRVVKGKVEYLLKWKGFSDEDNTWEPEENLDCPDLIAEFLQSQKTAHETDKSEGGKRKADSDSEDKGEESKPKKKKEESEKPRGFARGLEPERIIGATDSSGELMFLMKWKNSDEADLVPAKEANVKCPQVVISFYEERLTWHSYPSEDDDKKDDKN
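AlphaScreen: HP1-beta (50 nM) preformed 30 min with biotin-H3(1-18)K9me3 peptide (50 nM) in PBS pH 7.4, 0.01% Tween-20. Compound added for 30 min at RT, then streptavidin donor/nickel chelate acceptor beads (10 ug/mL) for 30 min.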
Pin1 inh: inhibitors of human Pin1; Pin1 FP peptide displacement, HiFluor488, 10 min; 0.009% of 390,000 active; AID 504891; Q13526; Potency, µM (top dose mostly 115 µM), inactives show at the top dose activity, negative = inhibition, hits mostly inhibitors; active = well fitted inhibition curve with a large enough effect in the polarisation, with a control signal flat, not every such curve was filed as active; inconclusive = small, poorly fitted or top-dose-only effect, or effect the other way, or a change in a side signal; inactive = no such curve, though single readings can be large or run the other way; the % refers to the polarisation; note: potency is the fitted concentration of half-maximal effect; % is set by controls: 0 for no effect and ±100 for the full control effect
GLS inh: inhibitors of human glutaminase (GLS); AID 624170; 0.21% of 410,000 active; GLS enzymatic activity, qHTS titration; Potency, µM (doses to about 45.5 µM), for inactives: at the highest dose activity change, negative = inhibition, actives largely listed as inhibitors; note: potency is the fitted concentration of half-maximal effect; % is set by controls: 0 for no effect and ±100 for the full control effect
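hKGA in 45 mM KH2PO4 pH 8.2, 0.02% Tween-20 with pin-transferred compounds; 1 mM L-glutamine (stock) plus glutamate oxidase/HRP/Amplex Red coupling added. Fluorescence read initially and after 30 min at RT.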
PI4K2A block: blocks human PI4K2A kinase activity; Q9BTU6; purified PI4K2A, ADP-Glo luminescence, 1 h; stronger effect = lower value; activity change, negative = inhibition, % at 76.9 µM; 0.13% of 420,000 active; AID 1346378; in the data active = activity change below about -50%; inconclusive = mostly about -30% to -49%;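 note: -100% = wells without enzyme as full effect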
Target sequence (Q9BTU6 whole entry, looked up): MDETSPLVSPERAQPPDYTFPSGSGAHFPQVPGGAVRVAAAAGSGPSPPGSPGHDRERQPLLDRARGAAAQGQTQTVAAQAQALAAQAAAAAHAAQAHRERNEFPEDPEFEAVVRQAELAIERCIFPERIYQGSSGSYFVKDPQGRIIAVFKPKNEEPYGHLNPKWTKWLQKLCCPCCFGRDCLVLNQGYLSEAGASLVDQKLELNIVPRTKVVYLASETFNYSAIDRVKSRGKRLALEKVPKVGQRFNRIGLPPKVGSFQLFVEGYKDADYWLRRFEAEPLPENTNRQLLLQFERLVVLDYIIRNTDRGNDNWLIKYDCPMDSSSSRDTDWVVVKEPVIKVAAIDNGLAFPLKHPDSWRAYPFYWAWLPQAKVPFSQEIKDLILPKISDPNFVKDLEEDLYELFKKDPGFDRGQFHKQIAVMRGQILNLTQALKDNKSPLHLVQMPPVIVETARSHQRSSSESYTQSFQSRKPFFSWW
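ADP-Glo luminescence measured ADP generated by PI4K2A enzyme (4 ug/mL before mixing) with 1.2 mM PI substrate (pre-mix) and 300 microM ATP (pre-mix). Tris pH7.5 buffer with MgCl2, Triton X-100; 1 h reaction at ambient temperature.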
G9a inh: inhibitors of human histone lysine methyltransferase G9a; G9a H3K9 monomethylation, AlphaScreen, 2 h; Potency, µM (highest dose often 102 µM), for inactives: top-dose activity, negative = inhibition, actives largely listed as inhibitors; 8.8% of 350,000 active; note: potency is the fitted concentration of half-maximal effect; % is set by controls: 0 for no effect and ±100 for the full control effect; nearly all actives have a fitted effect of over 75% in size
Target sequence (Q96KQ7 913-1193 limits assumed): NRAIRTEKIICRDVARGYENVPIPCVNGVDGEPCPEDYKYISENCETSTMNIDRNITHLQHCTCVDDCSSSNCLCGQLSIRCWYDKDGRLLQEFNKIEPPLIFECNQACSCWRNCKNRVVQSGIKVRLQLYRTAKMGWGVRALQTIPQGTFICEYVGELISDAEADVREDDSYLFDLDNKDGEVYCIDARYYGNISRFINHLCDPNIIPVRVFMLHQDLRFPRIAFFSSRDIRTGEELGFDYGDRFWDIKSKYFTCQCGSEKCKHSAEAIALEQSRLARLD
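Chemiluminescent proximity detection of H3K9 monomethylation, read after 10 min bead incubation in the dark. Reaction: 20 nM G9a, 500 nM biotin-H3K9 peptide, 20 uM SAM cofactor, 2 h, room temperature, following 15 min enzyme-compound preincubation.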
Pol eta inh: DNA polymerase eta (human) inhibition | Q9Y253 | recombinant Pol eta, fluorescent DNA replication assay | Potency, µM (titrated, usually from 114 µM), without a hit: top-dose activity change, negative = inhibition, hits mostly inhibitors | 1.2% of 390,000 active | AID 588591; note: potency is the fitted concentration of half-maximal effect; % is set by controls: 0 for no effect and ±100 for the full control effect
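Fluorescent replication assay: 50 nM final substrate added after a 15 min room-temperature compound preincubation with 10 nM enzyme. Signal taken at 0 min and again at 10 min.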
BAZ2B inh: inhibitors of human BAZ2B bromodomain; Q9UIF8; AlphaScreen BAZ2B-H3K14Ac peptide displacement; Potency, µM (series often up to 114 µM), for the others: at the top dose activity change, negative = inhibition, usual class: inhibitors; 4.4% of 360,000 active; AID 504333; note: potency is the fitted concentration of half-maximal effect; % is set by controls: 0 for no effect and ±100 for the full control effect; nearly all actives have a fitted effect of over 60% in size
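AlphaScreen displacement of biotin-H3(5-23)K14Ac peptide (50 nM final) from BAZ2B (50 nM final) in PBS pH 7.4, 0.01% Tween-20; complex preformed 30 min RT, then compounds (top 110 uM) 30 min RT, beads 20 min dark.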
PGK inhibitor: inhibitors of T. brucei phosphoglycerate kinase. Potency, µM (series often up to 57.5 µM), without a hit: at the highest dose activity change, negative = inhibition, actives largely listed as inhibitors. 0.043% of 380,000 active. PGK/GAPDH coupled, Kinase-Glo luminescence, 60 min. AID 602233; note: potency is the fitted concentration of half-maximal effect; % is set by controls: 0 for no effect and ±100 for the full control effect; nearly all actives have a fitted effect of over 60% in size
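Luminescent ATP detection (Kinase-Glo Plus) follows a 60-minute room-temperature incubation, with wells lacking PGK as controls. Buffer: 100 mM TEA (pH 7.6), 5 mM MgCl2, 0.01% Tween-20. Coupling enzyme GAPDH (100 nM final) supplies unstable 1,3-BPG in-well.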
JMJD2A Tudor: JMJD2A Tudor domain (human) inhibition. AlphaScreen JMJD2A-Tudor / H3K4me3 peptide binding. Potency, µM (series often up to 114 µM), for inactives: at the top dose activity change, negative = inhibition, hits mostly inhibitors. 4.4% of 390,000 active. O75164; note: potency is the fitted concentration of half-maximal effect; % is set by controls: 0 for no effect and ±100 for the full control effect; nearly all actives have a fitted effect of over 50% in size
* hit, by the source's call; i = inactive; ? = inconclusive; . = not tested or not shown; [ ] = dose if it differs, or a comment. Unless noted, calls come from the whole dose curve; as a rule, active = well fitted curve in the direction sought with a large enough effect; inconclusive = small, poorly fitted or top-dose-only effect, or another doubt; inactive = no such curve, though single readings can be large; an effect the other way counts as inactive or inconclusive. Some of the compounds tested, so the mix of outcomes need not match the whole.

SMILES | HP1b chromo inh | Pin1 inh | GLS inh | PI4K2A block | G9a inh | Pol eta inh | BAZ2B inh | PGK inhibitor | JMJD2A Tudor
Cc1cc(C(=O)NNC(=O)CCCOc2ccccc2)c(C)o1 | 26% | -6% | -4% | -3 | 3% | -18% | -3% | -3% | -10%
CCc1ccc(C2CC(=O)c3c([nH]c(C(=O)OC4CCCC4)c3C)C2)cc1 (centres undefined) | 15% | 1% | 0% | -2 | -6%[59 µM] | -17% | -1% | -1% | -9%
CCOC(=O)c1c(-c2ccccc2)csc1NC(=O)c1cc(-c2ccc(F)cc2)on1 | -15% | -1% | -10% | 2 | 4µM* | -24% | -10% | -9% | 1%
Cc1ccc(C)n1-c1sccc1C(=O)O | ? | . | ? | -27 | 13µM* | -98% | 18µM* | ? | ?
O=C(Nc1ccnc(-c2cccnc2)n1)c1cccs1 | 51%[activator] | -3% | -2% | 2 | -9% | 11% | -27% | -4% | -15%
c1ccc(-c2noc(-c3ccncc3)n2)nc1 | 22% | -1% | -7% | ? | -9%[59 µM] | -12% | . | ? | -18%
COC(=O)C[C@H](NC(=O)Cn1cnc2c(NCc3ccccc3)ncnc21)C(=O)OC | 52%[activator] | 4% | -1% | -4 | . | -10% | . | 0% | -6%
C=C(C)CNC(=S)N/N=C/c1ccc(N2CCOCC2)cc1 | 25% | 0% | 25% | -1 | 28%[59 µM] | -15% | -3% | 0% | -15%
CCC(C(=O)NCCC1=CCCCC1)n1nc(C)c2c(C)n(-c3ccccc3)nc2c1=O (centres undefined) | 5% | -8% | -20% | -2 | 44% | -13% | -27% | -7% | ?
CCC1C(=O)N=C(SCC(=O)Nc2ccc(C)cc2)N(c2ccccc2)C1=O (centres undefined) | 0% | 1% | 1% | -3 | -2% | -10% | -3% | -9% | -13%
Cc1cccc(-c2nc(Cn3c(=O)cc(-c4ccccc4)c4c(C)nn(C)c43)c(C)o2)c1 | 22% | 4% | -8% | 0 | -9%[59 µM] | -9% | ? | -2% | -21%
O=C(O)c1ccc(N2C(=O)c3cccc4c(C(=O)O)ccc(c34)C2=O)cc1 | 79µM* | ? | ? | -8 | 13µM* | 3.5µM* | 50µM* | ? | 45µM*
COc1ccc(N(CC(=O)NCc2ccc3c(c2)OCO3)S(C)(=O)=O)cc1OC | 10% | 2% | 2% | 2 | 12% | 3% | -3% | -5%[11.5 µM] | -2%
COc1ccc(C(=O)c2sc3nc(C)cc(-c4cccs4)c3c2N)cc1 | 189%[activator] | ? | -3% | -5 | 218%[activator][59 µM] | -19% | 148%[activator] | 4% | 66%[activator]
O=C(CN1CCOCC1)N/N=C/c1ccc(-c2ccc(Br)cc2)o1 | -12% | 5% | -14% | -6 | ? | -15% | -28% | i | -31%
CCCSc1nnc(N)s1 | 28% | 6% | -3% | 2 | 4% | -19% | 7% | -6% | 0%
Cc1cc(C(=O)CSc2nc3ccccc3c(=O)[nH]2)c(C)n1C | 19% | 13% | 9% | -17 | ? | 6% | -36% | -5% | -29%
COc1ccc(CCc2nnc(CCC(=O)NCc3cnc4ccccn34)o2)cc1 | 27% | -9% | 0% | -13 | -20% | -24% | 4% | -7% | -9%
Cc1cccc(C)c1NC(=O)COC(=O)c1cccnc1 | 46%[activator] | -13% | 11% | -2 | -3% | 1% | -7% | -2% | -8%
Cc1ccnn1CC(=O)N/N=C/c1ccc([N+](=O)[O-])s1 | 29% | -2% | 1% | 1 | -21% | 23% | -16% | i | -17%
CC(=O)NCc1ccc(-c2csc(-c3cccs3)n2)cc1 | -1% | 3% | 0% | 0 | -10% | -27% | 0% | 0% | -11%
O=[N+]([O-])c1cc(-c2nc(-c3cccnc3)no2)ccc1NCc1ccccc1 | 28% | -8% | -13% | -2 | -37%[59 µM] | 1% | -9% | 4% | -19%
CC(C(=O)NCc1cccc(Br)c1)n1ncn2cccc2c1=O (centres undefined) | 4% | -4% | -6% | -2 | -45%[59 µM] | -20% | ? | 3% | -27%
Cc1ccc(NC(=O)c2cccs2)cc1[N+](=O)[O-] | -9% | 5% | 3% | 3 | . | -20% | -4% | 1% | -15%
CSCCC(NC(=O)c1ccccc1Cl)C(=O)N1CCN(C(C)=O)CC1 (centres undefined) | 27% | -3% | 5% | 2 | 22%[12.7 µM] | -24% | -1% | 1% | 2%
Cc1cccc([N+](=O)[O-])c1NC(=O)COC(=O)C1CC2CCCC(C1)C2=O (centres undefined) | 12% | 3% | 0% | 6 | 5%[59 µM] | -4% | -2% | -9% | -8%
O=C(C1CCN(S(=O)(=O)c2cccc([N+](=O)[O-])c2)CC1)N1CCOCC1 | 35%[activator] | -12% | -1% | -4 | -29% | 0% | -10% | i | -5%
O=C(C(Cc1ccccc1)N1C(=O)c2ccccc2C1=O)N1c2ccccc2CCc2ccccc21 (centres undefined) | 3% | 3% | -3% | 0 | -19%[59 µM] | -13% | 1% | i | -28%
O=C(CCC(=O)OCC(=O)c1cccc([N+](=O)[O-])c1)Nc1ccccc1Cl | 12% | -1% | -15% | 3 | 18%[12.7 µM] | -11% | -6% | 1% | -10%
S=C(Nc1cccc(Cl)c1)Nc1ccc2c(c1)OCCO2 | 13% | -10% | 1% | -4 | . | -18% | -27% | 0% | -10%
CC(C)CC#Cc1ccc2c(c1)O[C@H](CN(C)C(=O)Nc1ccccc1)[C@@H](C)CN([C@H](C)CO)S2(=O)=O | . | . | -1% | -25 | . | -14% | . | 3% | .
CN1CCN(NC(=O)C23CC4CC(CC(C4)C2)C3)CC1 | 12% | -3% | -1% | 3 | ? | -6% | 0% | -8% | -7%
Cn1c(=O)c2c(nc(SCc3cccnc3)n2Cc2ccc(F)cc2)n(C)c1=O | 2% | -3% | 2% | 1 | ? | 8% | ? | . | -17%
Cc1cc(C(F)(F)F)nn1CC(=O)NCC1CCCO1 (centres undefined) | 24% | -11% | -15% | -2 | -17% | -6% | 14% | i | -10%
COc1ccc(NC(=O)c2cccs2)cc1NC(=O)c1ccco1 | 26% | -2% | 6% | -12 | -3%[59 µM] | 5% | -1% | -4% | -8%
CCN(CC(=O)Nc1ccc2c(c1)OCCO2)C(=O)CC1CCCC1 | 25% | -6% | 4% | 7 | 28%[12.7 µM] | -13% | 7% | -7% | -2%
Cn1c(NCc2c[nH]c3ccccc23)nc2ccccc21 | 12% | -2% | 14% | -3 | ? | -19% | -36% | 3% | -19%
CCN1c2ccccc2N(C)C1(C)c1ccccc1 (centres undefined) | 32µM* | ? | -3% | -15 | 2.5µM* | -11% | 28µM* | -3% | 8.9µM*
CCN1C(=O)[C@H]2[C@@H](c3ccc(SC4CCCCC4)cc3)N3CCCC[C@@]3(C(=O)OC)[C@H]2C1=O | 25% | -7% | 4% | 3 | -16%[2.33 µM] | -7% | 34%[activator] | 6% | -17%
COc1ccccc1CCNC(=O)C(=O)NCC(c1cccs1)S(=O)(=O)c1ccc(C)cc1 (centres undefined) | 19% | 5% | 1% | -3 | 6%[59 µM] | -5% | 2% | -1% | -5%
Cc1cc(OC(C)C(=O)Nc2ccncc2)ccc1Cl (centres undefined) | 19% | -2% | 9% | -1 | 2% | -21% | -14% | -7% | -11%
CC1CCCC(C)N1C(=O)CSc1nc2ccccc2s1 (centres undefined) | 37%[activator] | 1% | . | -1 | -24% | 2% | -4% | -1% | 17%
CCN(CC)S(=O)(=O)c1cc(NC(=O)CSc2nnc(-c3cccs3)o2)ccc1C | 27% | 2% | 14% | -1 | 9%[59 µM] | -3% | -2% | -6% | -12%

Filtered by structure: the entries above with a nitro group on carbon.
SMILES | HP1b chromo inh | Pin1 inh | GLS inh | PI4K2A block | G9a inh | Pol eta inh | BAZ2B inh | PGK inhibitor | JMJD2A Tudor
Cc1ccnn1CC(=O)N/N=C/c1ccc([N+](=O)[O-])s1 | 29% | -2% | 1% | 1 | -21% | 23% | -16% | i | -17%
O=[N+]([O-])c1cc(-c2nc(-c3cccnc3)no2)ccc1NCc1ccccc1 | 28% | -8% | -13% | -2 | -37%[59 µM] | 1% | -9% | 4% | -19%
Cc1ccc(NC(=O)c2cccs2)cc1[N+](=O)[O-] | -9% | 5% | 3% | 3 | . | -20% | -4% | 1% | -15%
Cc1cccc([N+](=O)[O-])c1NC(=O)COC(=O)C1CC2CCCC(C1)C2=O (centres undefined) | 12% | 3% | 0% | 6 | 5%[59 µM] | -4% | -2% | -9% | -8%
O=C(C1CCN(S(=O)(=O)c2cccc([N+](=O)[O-])c2)CC1)N1CCOCC1 | 35%[activator] | -12% | -1% | -4 | -29% | 0% | -10% | i | -5%
O=C(CCC(=O)OCC(=O)c1cccc([N+](=O)[O-])c1)Nc1ccccc1Cl | 12% | -1% | -15% | 3 | 18%[12.7 µM] | -11% | -6% | 1% | -10%
